High-throughput results deposited in PubChem BioAssay by The Scripps Research Institute Molecular Screening Center.
CHRM1 agonist – agonists of human M1 muscarinic receptor; P11229; CHO-K1 hM1, Fluo-8 calcium fluorescence, agonist mode; 0% DMSO, 100% acetylcholine EC100; activation, % at 3 µM; hit rate 0.33% among 360,000; AID 588814;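 active = activation above the run's mean compound activation plus 3 SD, cut at about 16% in these data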;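 also: peak over basal fluorescence ratio within a 140 s kinetic read after compound addition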
Target sequence (P11229 whole entry, looked up): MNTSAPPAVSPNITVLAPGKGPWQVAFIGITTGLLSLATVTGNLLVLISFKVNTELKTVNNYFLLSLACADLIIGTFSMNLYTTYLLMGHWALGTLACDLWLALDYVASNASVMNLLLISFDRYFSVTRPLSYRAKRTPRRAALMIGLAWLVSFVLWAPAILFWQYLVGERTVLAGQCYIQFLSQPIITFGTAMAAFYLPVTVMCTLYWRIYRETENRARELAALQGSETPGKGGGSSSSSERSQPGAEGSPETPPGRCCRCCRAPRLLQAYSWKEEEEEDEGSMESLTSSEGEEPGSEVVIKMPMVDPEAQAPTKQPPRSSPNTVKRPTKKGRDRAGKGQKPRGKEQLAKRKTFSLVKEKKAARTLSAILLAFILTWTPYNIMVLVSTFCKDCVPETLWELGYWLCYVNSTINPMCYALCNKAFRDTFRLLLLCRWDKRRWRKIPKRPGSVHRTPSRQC
CHO-K1 Ca antag – nonselective inhibitor or artifact in parental CHO-K1 cells. ATP-induced calcium, Fluo-8 fluorescence. AID 602250. inhibition, % at 3 µM. hit rate 0.6% among 360,000;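 active = inhibition above a per-plate cutoff, the plate's mean sample inhibition plus 3 SD, cut at about 24% in these data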;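 also: 0% = DMSO plus EC80 ATP and 100% = DMSO alone without ATP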
CHO parental Ca – counter-screen: ATP calcium response change in parental CHO cells; parental CHO-K1, ATP-induced calcium, Fluo-8 fluorescence; inhibition, % at 5.6 µM; hit rate 0.63% among 330,000;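 active = inhibition above that plate's mean sample inhibition plus 3 SD, cut at about 26% in these data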;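 also: 0% = ATP-challenged DMSO wells and 100% = DMSO wells without ATP; some compounds past the cut are filed as inactive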
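Material – parental CHO cells · Reagent – ATP stimulus · Compound – single nominal dose of 5.6 µM per compound · Detection – Fluo-8 fluorescence · Read-out basis – percent inhibition of calcium signal · Controls – ATP-challenged DMSO wells low, unchallenged DMSO wells high · Repeats – no replicates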
CHO-K1 Ca ag – counter-screen for M1 agonists: effect in parental CHO-K1 cells; Fluo-8 calcium fluorescence; scaled to maximal ATP response, vehicle zero; activation, % at 3 µM; hit rate 0.48% among 360,000; AID 602248; in the data active = activation above about 15%;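 also: untransfected CHO-K1 host cells lacking M1 receptor as counterscreen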
OXTR potentiate – potentiators of human oxytocin receptor. P30559. CHO-OTR cells, Fluo-8 calcium fluorescence, potentiator mode; 0% = oxytocin EC15, 100% = EC100. activation, % at 3 µM. hit rate 0.061% among 320,000. AID 2445;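 active = activation above that plate's cutoff, the mean activation of tested compounds plus 3 SD, cut at about 6.6% in these data, passing the limit was not always enough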;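 also: 100% uses oxytocin at 75 nM as the full agonist control; some results filed as inactive read as strong as hits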
Target sequence (P30559 whole entry, looked up): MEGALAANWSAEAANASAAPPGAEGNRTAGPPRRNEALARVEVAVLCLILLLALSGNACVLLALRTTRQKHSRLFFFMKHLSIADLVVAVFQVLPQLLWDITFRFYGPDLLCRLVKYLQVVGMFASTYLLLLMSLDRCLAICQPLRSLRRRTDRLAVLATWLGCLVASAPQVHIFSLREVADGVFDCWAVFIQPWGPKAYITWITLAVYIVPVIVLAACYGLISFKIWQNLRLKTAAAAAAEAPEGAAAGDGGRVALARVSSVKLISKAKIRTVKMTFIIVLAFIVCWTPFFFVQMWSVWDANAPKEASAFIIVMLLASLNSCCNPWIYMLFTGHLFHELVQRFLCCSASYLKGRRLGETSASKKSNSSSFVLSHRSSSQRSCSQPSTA
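Assay system: CHO-OTR cells, human receptor / Also added: oxytocin at about EC15, sub-maximal agonist stimulus / Dosing: single dose, 3.0 µM nominal final compound concentration / Incubation: 6 min pre-incubation, 100 s read / Technique: Fluo-8 calcium dye fluorescence / Read-out: % activation vs EC15 and EC100 oxytocin / Benchmarks: EC15 oxytocin low, 75 nM oxytocin high / Replicates: singlicate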
TAAR1 antag – human TAAR1 antagonism. Q96RJ0. CHO RD-HGA16 TAAR1, Fluo-8 calcium fluorescence, antagonist. inhibition, % at 3 µM. hit rate 1.5% among 360,000. AID 624466;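 active = inhibition above a per-plate cutoff, the mean inhibition of test compounds on that plate plus 3 SD, cut at about 49% in these data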;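 also: 0% = DMSO plus EC80 beta-PEA response and 100% = DMSO alone without agonist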
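Test system: hTAAR1-expressing CHO RD-HGA16 cells, Gα16-coupled; Probe or stimulus: EC80 β-phenethylamine stimulus; Compound dosing: single nominal final test compound concentration of 3 µM; Timing: 140 s kinetic read after compound, 140 s after agonist; Signal: Fluo-8 calcium-sensitive fluorescence; Measure: % inhibition of agonist calcium response; Controls: DMSO and EC80 PEA controls.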
V1aR counter – V1a receptor agonism, counter-screen for OXTR agonists | P37288 | CHO-V1R cells, Fluo-8 calcium fluorescence, agonist mode; 0% DMSO, 100% 3 nM vasopressin | activation, % at 3 µM | hit rate 0.25% among 320,000 | AID 2797;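 active = activation above the mean activation of all tested compounds plus 3 SD, per screening run, cut at about 20% in these data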;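 also: signal is peak over basal fluorescence ratio across a 100 second FLIPR read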
TAAR1 agonist – human TAAR1 agonism; Q96RJ0; hit rate 0.99% among 360,000; CHO RD-HGA16 TAAR1, Fluo-8 calcium fluorescence; vehicle wells 0%, saturating PEA agonist 100%; AID 624467; activation, % at 3 µM;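 active = activation above the mean activation of all test compounds in the run plus 3 SD, cut at about 38% in these data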
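Test system: RD-HGA16 (CHO) cells co-expressing Gα16 and hTAAR1 | Doses: Single dose, 3 µM | Schedule: 17-24 h seeding, 75 min 37 °C dye, 30 min RT | Evaluation: % activation from peak over basal fluorescence ratio, DMSO-to-PEA scaled | Technique: Kinetic Fluo-8 calcium fluorescence | Benchmarks: Low control DMSO, high control PEA (EC100)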
CHO-K1 Ca PAM – nonselective activator or artifact in parental CHO-K1 calcium assay; ATP EC20, Fluo-8 calcium fluorescence; 0% at ATP EC20, 100% at ATP max; hit rate 0.02% among 360,000; activation, % at 3 µM; AID 602247;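 active = activation above the run cutoff, the mean activation of all test compounds plus 3 SD, cut at about 40% in these data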;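 also: peak over basal fluorescence ratio in a 140 s read after ATP addition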
Numbers without * were called inactive; / = not tested or not shown.

cpd	mol	V1aR counter	CHO parental Ca	CHO-K1 Ca antag	CHO-K1 Ca PAM	OXTR potentiate	CHRM1 agonist	TAAR1 agonist	CHO-K1 Ca ag	TAAR1 antag
1	O=S(=O)(NC(=S)Nc1ccccc1)c1ccc(F)cc1	0.6	-5	-5	14	0	-1	3	2.0	-23
2	c1ccc(-c2nn3c(Cn4nnc5ccccc54)nnc3s2)cc1	0.8	-8	-17	9	-1	-3	5	1.3	-24
3	CN(C)C(=O)CC12CC3CC(C1)CC(CC(=O)N(C)C)(C3)C2	1.3	-9	-13	11	-11	-6	7	0.3	-8
4	Cc1cc(NCCO)nc(-n2nc(C)cc2C)n1	-0.4	0	-30	24	-8	-3	1	1.1	57*
5	Cc1cc(C(=O)N2CCN(c3ccccc3O)CC2)c(C)o1	2.3	-20	2	1	-11	1	10	1.7	22
6	Cc1csc(Sc2ccc([N+](=O)[O-])cc2C(=O)OCC(=O)NC2CCCC(C)C2C)n1 (configuration not stated)	-1.4	-16	-7	17	-6	-8	10	0.1	6
7	CC(=O)c1cccc(NC(=O)CSc2nc(N3CCCCC3)nc(N3CCCCC3)n2)c1	-0.6	-9	-12	1	-16	-5	5	0.5	-17
8	O=C(CCC(=O)N1CCc2ccccc21)Nc1ccccc1	-0.4	-19	-4	2	-11	2	0	0.2	10
9	Cc1cc(C(=O)Nc2ccc(F)cc2C)cs1	-0.2	-15	-11	-1	-10	-2	-1	0.5	9
10	COc1ccc(C2CC(=O)N(CCCN(C)CCc3ccc(OC)c(OC)c3)C2)cc1 (configuration not stated)	-0.5	-18	-2	27	-6	-12	1	3.2	0
11	CCC(C)NC(=O)CSc1nnc(-c2ccoc2C)n1CC1CCCO1 (configuration not stated)	-2.0	-15	-9	-4	-14	-1	1	-0.1	-10
12	COc1ccc(N2CCN(c3ncnc4c3nnn4Cc3ccccc3Cl)CC2)cc1	-0.4	-21	1	9	-10	-1	10	0.9	-6
13	CC(C)(C)n1nc2c(c1NC(=O)c1cc([N+](=O)[O-])ccc1Cl)CS(=O)(=O)C2	0.3	-14	0	-7	-3	-3	4	1.5	0
14	Cc1ccc(C)c(C(=O)COC(=O)c2cc(Cl)nc3ccccc23)c1	0.6	-28	-5	13	-4	-3	1	0.2	-28
15	CCc1c(O)nc(SCC(=O)Nc2ccccc2C)n(-c2ccc(C)cc2)c1=O	0.7	-8	-6	15	-2	-1	0	0.6	-14
16	Cc1cc(Br)ccc1NC(=O)CN(C)C(=O)CN1C(=O)NC(C)(C2CC2)C1=O (configuration not stated)	-0.1	-9	-4	2	-6	0	6	0.5	7
17	O=C(c1ccc(F)cc1)N1CCCC(c2ccccc2)C1 (configuration not stated)	-0.5	0	3	-1	-10	-5	5	0.2	-9
18	CCCCN1C(=O)C(CC(=O)NC(c2ccccc2)c2ccccc2)CC(C(=O)N(C)C)=C1C (configuration not stated)	/	/	-15	23	/	-2	2	-0.3	-9
19	O=C(CCC(=O)N1CCOc2ccc(Cl)cc21)NCCCN1CCOCC1	0.2	-3	-1	-6	-3	-8	2	1.1	-1
20	CSCCC(NS(=O)(=O)c1ccc2c(c1)OCCO2)C(=O)N(C)Cc1ccccc1F (configuration not stated)	6.2	-18	2	13	-5	0	31	11	55*
21	Cc1cc(C)nc(N2CCN(c3nc(-c4ccccc4)nc4c3oc3ccccc34)CC2)n1	/	/	-1	4	/	-1	3	0.5	-7
22	CCN(CC)c1ccc(NC(=O)COc2ccccc2C)cc1S(=O)(=O)Nc1ccccc1OC	0.6	9	-6	0	-7	-6	-1	0.7	9
23	COCCNC(=O)C1CC(c2cccc(OC)c2)=NO1 (configuration not stated)	0.7	-13	-1	1	-3	-3	/	-0.1	/
24	O=C(O)C1=C[C@H](c2coc3ccccc3c2=O)C[C@H](OCc2ccc(CO)cc2)O1	0.3	-6	-9	-1	-1	-4	8	-0.1	-1
25	O=C(c1cnc(Cl)c(Cl)c1)N1CCN(S(=O)(=O)c2ccc3ccccc3c2)CC1	/	/	10	-5	/	-5	-2	-0.7	-15
26	COc1ccc(NC(=O)c2ccc3ccccc3c2)cc1	0.3	42*	-9	22	-4	-2	16	0.2	3
27	Cc1ccc(NC(=O)C(=O)NCCN2CCN(S(C)(=O)=O)CC2)cc1	-0.5	-11	-8	5	0	-8	0	0.0	18
28	Cc1ccc(NCc2ccccc2OCc2ccccc2F)cc1	0.2	-35	0	4	-12	-3	0	0.4	-11
29	CCOC(=O)C1=C(C)NC(=O)NC1c1c(OC)ccc2ccccc12 (configuration not stated)	-0.5	-5	-4	12	-10	-3	2	1.0	8
30	COc1ccccc1Sc1nc(-c2ccccc2)ncc1OC	4.7	-18	-10	1	-7	-5	6	-0.6	-1

8 neighbouring records from above:
cpd	mol	V1aR counter	CHO parental Ca	CHO-K1 Ca antag	CHO-K1 Ca PAM	OXTR potentiate	CHRM1 agonist	TAAR1 agonist	CHO-K1 Ca ag	TAAR1 antag
19	O=C(CCC(=O)N1CCOc2ccc(Cl)cc21)NCCCN1CCOCC1	0.2	-3	-1	-6	-3	-8	2	1.1	-1
20	CSCCC(NS(=O)(=O)c1ccc2c(c1)OCCO2)C(=O)N(C)Cc1ccccc1F (configuration not stated)	6.2	-18	2	13	-5	0	31	11	55*
21	Cc1cc(C)nc(N2CCN(c3nc(-c4ccccc4)nc4c3oc3ccccc34)CC2)n1	/	/	-1	4	/	-1	3	0.5	-7
22	CCN(CC)c1ccc(NC(=O)COc2ccccc2C)cc1S(=O)(=O)Nc1ccccc1OC	0.6	9	-6	0	-7	-6	-1	0.7	9
23	COCCNC(=O)C1CC(c2cccc(OC)c2)=NO1 (configuration not stated)	0.7	-13	-1	1	-3	-3	/	-0.1	/
24	O=C(O)C1=C[C@H](c2coc3ccccc3c2=O)C[C@H](OCc2ccc(CO)cc2)O1	0.3	-6	-9	-1	-1	-4	8	-0.1	-1
25	O=C(c1cnc(Cl)c(Cl)c1)N1CCN(S(=O)(=O)c2ccc3ccccc3c2)CC1	/	/	10	-5	/	-5	-2	-0.7	-15
26	COc1ccc(NC(=O)c2ccc3ccccc3c2)cc1	0.3	42*	-9	22	-4	-2	16	0.2	3

Next section:
cpd	mol	V1aR counter	CHO parental Ca	CHO-K1 Ca antag	CHO-K1 Ca PAM	OXTR potentiate	CHRM1 agonist	TAAR1 agonist	CHO-K1 Ca ag	TAAR1 antag
31	Cc1ccc(C(=O)NC(=S)Nc2cccc(-c3nc4ccccc4s3)c2)cc1	1.1	-17	2	-6	-3	-5	2	-0.4	-2
32	CC(C)CC(C(=O)NC1CCCCC1)N(Cc1ccccc1)C(=O)c1snc(C(N)=O)c1N (configuration not stated)	0.0	-27	-4	9	-9	-1	4	-0.3	4
33	Cc1cc(=O)oc2cc(NC(=O)c3cccc(Br)c3)ccc12	-0.6	-5	-6	11	2	-2	0	0.1	9
34	CCOC(=O)C1CCCN(Cc2nc(CC3CC3)no2)C1 (configuration not stated)	0.1	-7	-22	5	-20	-2	-1	0.0	6
35	Cc1cc(C(F)(F)F)nn1CC(=O)N1CCCCC1C (configuration not stated)	-0.3	-12	4	9	4	-3	5	-0.1	18
36	CNC(=O)c1ccc(-c2ccc(F)cc2)s1	-0.6	-7	-17	23	-11	-4	0	1.5	-12
37	Cc1nc(C(=O)N2CCCC(N3CCN(c4ccc(F)cc4)CC3)C2)cs1 (configuration not stated)	/	/	4	-12	/	2	1	0.3	-15
38	NS(=O)(=O)c1ccc(NC(=S)NCc2ccc3c(c2)OCO3)cc1	1.0	13	-16	23	-13	-1	21	1.0	10
39	CCN1CCN(C(=O)c2cccc(OC3CCN(S(C)(=O)=O)CC3)c2)[C@@H](C)C1=O	-1.2	-12	-3	-2	-11	-2	0	0.5	5
40	Cn1cc(S(=O)(=O)N2CCCC2)cc1C(=O)NCc1ccc(Cl)cc1	5.1	-2	0	19	-5	-1	11	3.7	28
41	CCNc1ccc(N=Nc2c(C)n(C)n(-c3ccccc3)c2=O)cc1	-0.3	-14	-10	8	-6	-13	3	-0.1	3
42	COc1ccc(Nc2ncnc3sc(-c4ccccc4)cc23)c(OC)c1	-0.5	-18	2	3	3	-4	3	17*	15
43	CCC(C)C(NC(=O)c1ccccc1NC(=O)c1ccco1)C(=O)NC1CCCCC1 (configuration not stated)	-1.6	-32	-13	16	7	-2	4	0.0	-2
44	Cc1cc(C)c(S(=O)(=O)N(CC(=O)NCc2cccnc2)C2CCCCC2)c(C)c1	-0.6	-29	-12	6	-15	-5	9	0.7	-11
45	CC1CCN(C2=NN3C(=N)/C(=C\c4ccc(OC(=O)c5ccco5)cc4)C(=O)N=C3S2)CC1	-1.2	-22	-9	21	-1	-4	0	-0.3	-46
46	Cc1cccc(NC(=O)CSc2nnc([C@@H](N)Cc3ccccc3)o2)c1C	0.9	-10	4	12	-4	-4	8	0.0	-2
47	CC(CCc1ccccc1)NC(=O)CNC(=O)c1ccccc1Br (configuration not stated)	1.6	-10	0	15	-4	-2	0	0.4	-17
48	COc1cc(NC(=O)CCc2nnc3ccc(NCc4ccco4)nn23)cc(OC)c1	-0.1	-22	-8	4	-3	-1	-1	0.5	6
49	C=CCNC(=O)c1ccccc1NC(=O)C1CC(=O)N(C(C)C)C1 (configuration not stated)	1.6	-5	-7	5	3	-2	2	0.3	0
50	Cn1ncc(Cl)c1C(=O)N/N=C/c1cc2c(cc1[N+](=O)[O-])OCO2	0.5	2	5	-9	-2	2	3	0.1	-25
51	CCOc1ccc(C(C)NC(=O)c2cccc(F)c2)cc1 (configuration not stated)	1.2	20	-4	17	-7	-6	4	2.8	23
52	CC(=O)COc1ccc2c(C)c(-c3ccccc3)c(=O)oc2c1	0.3	-12	-4	-9	-11	-4	1	2.2	-9
53	O=C(NC(Cc1ccccc1)C(=O)NC(Cc1ccccc1)C(=O)O)c1ccccc1 (configuration not stated)	1.3	12	2	8	-2	-6	7	-0.2	-11
54	COC(=O)Nc1nnc(Cc2ccc(Cl)cc2)s1	0.7	-19	14	-5	-12	-3	5	0.0	1
